Bioassay records: PubChem, National Center for Advancing Translational Sciences (NCATS)
A549 tox – A549 cytotoxicity, counter-screen for Nrf2 inhibitors; AID 504648; 390,000 compounds, 0.16% hits; A549 ARE-Fluc cells, CellTiter-Fluor viability, 18-24 h; Potency, µM (top dose mostly 46 µM), for inactives: top-dose activity change, negative = cytotoxicity, hits mostly inhibitors; also: potency is read from the fitted curve at half-maximal effect; % is scaled to controls: 0 for no effect and ±100 for the full control effect
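A549 ARE_Fluc cells in 5% FBS OPTI-MEM were exposed to compounds in concentration-response for 18-24 h at 37 deg C. Viability was read by CellTiter-Fluor fluorescence (Ex 405/Em 525) after 30 min, before the luciferase read.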
CCT chaperon mod – cytosolic chaperonin activity modulation; purified chaperonin ATPase assay, HTRF ADP detection, 30 min; activity change, % (no concentration beside the values), hits read low; 360,000 compounds, 0.3% hits; AID 651819; in the data active = activity change below about -30%; also: % is scaled to controls: 0 for no effect and ±100 for the full control effect
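Nucleotide hydrolysis assay: TRiC at 20–40 nM final (set by batch activity) with 10 uM ATP, 30 min at 37 °C, in presence of 76 uM compound. Detection by competitive ADP HTRF, 30 min ambient.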
Nrf2 activator – Nrf2 pathway activation; AREc32 ARE-luciferase reporter (MCF7-derived line), luminescence, 24 h; Potency, µM (doses to about 46.1 µM), for the others: at the highest dose activation, most hits filed as activators; 410,000 compounds, 0.31% hits; also: potency is read from the fitted curve at half-maximal effect; % of control where 0% means no effect; nearly all actives have a fitted effect of over 65% in size
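AREc32 cells carrying an ARE-driven firefly luciferase, 1000 cells/well in OPTI-MEM with 5% FBS, dosed after overnight attachment and incubated 24 hr at 37 deg C. Steady-Glo luminescence read after 30 min at RT.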
ATXN viability – cell viability loss in ATXN counter-screen. 400,000 compounds, 0.49% hits. Potency, µM (titrated, usually from 56.7 µM), most hits filed as cytotoxic. S2 cells (HEK-293 line with an ATXN2-luciferase reporter) viability, CellTiter-Fluor protease fluorescence, 24 h; also: potency is read from the fitted curve at half-maximal effect; nearly all actives have a fitted effect of over 40% in size
HepG2 tox – kills HepG2 cells in TGF-b inhibitor counter-screen; AID 588856; Potency, µM (highest dose often 46.1 µM), without a hit: at the top dose activity change, negative = cytotoxicity, usual class: cytotoxic; 410,000 compounds, 0.76% hits; HepG2 CAGA-GFP viability, ATP luminescence, 18 h; also: potency is read from the fitted curve at half-maximal effect; some results filed as inactive show a strong effect at the top dose
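HepG2 CAGA-GFP cells (1000/well, DMEM with 1% FBS) received compound, then TGF-beta at 500 pg/mL final, and were incubated 18 hours at 37 degrees C. Viability was read by CellTiter-Glo luminescence. Media-only wells were set as complete cell-killing and DMSO as no toxicity.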
Nrf2 block – inhibitors of Nrf2 signaling; A549 ARE-Fluc reporter, luciferase luminescence, 18-24 h; Potency, µM (titrated, usually from 46 µM), for inactives: top-dose activity change, negative = inhibition, actives largely listed as inhibitors; 360,000 compounds, 2.1% hits; AID 504444; also: potency is read from the fitted curve at half-maximal effect; % is scaled to controls: 0 for no effect and ±100 for the full control effect; nearly all actives have a fitted effect of over 60% in size
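Concentration-response testing used A549 ARE_Fluc cells at 5000 cells/well. Following an 18-24 h compound incubation, viability was read by fluorescence (Ex 405/Em 525) and luciferase output by luminescence.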
TGFb SMAD3 inh – blocks TGF-b signaling; 410,000 compounds, 1.2% hits; Potency, µM (top dose mostly 46.1 µM), for inactives: top-dose activity, negative = inhibition, hits mostly inhibitors; HepG2 CAGA-GFP TGF-b/SMAD3 reporter, GFP fluorescence, 18 h; TGF-beta stimulated, 500 pg/mL final; also: potency is read from the fitted curve at half-maximal effect; % is scaled to controls: 0 for no effect and ±100 for the full control effect; nearly all actives have a fitted effect of over 65% in size
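GFP signal (ex488/em500-530) from TGF-beta-stimulated HEPG2 CAGA-GFP cells, 500 pg/mL final, 18 h at 37 degrees C in DMEM plus 1% FBS, normalized to unstimulated and DMSO-stimulated controls.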
MmCpn inh – M. maripaludis TRiC chaperonin inhibition; purified Mm-Cpn ATPase, ADP Transcreener TR-FRET; Potency, µM (highest dose often 76.9 µM), for the others: at the highest dose activity, negative = inhibition, usual class: inhibitors; 330,000 compounds, 0.031% hits; also: potency is read from the fitted curve at half-maximal effect; % is scaled to controls: 0 for no effect and ±100 for the full control effect; nearly all actives have a fitted effect of over 80% in size
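Compound-treated chaperonin, 25 nM final, turns over 10 uM ATP at 37°C for 30 min following a 10 min preincubation; ADP generated competes with ADP-d2 for Eu-cryptate antibody, lowering FRET.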
pAkt inh – Akt phosphorylation inhibition; 360,000 compounds, 0.32% hits; Neuro2A IGF-stimulated pAkt S473 HTRF, 20 min; active compounds read low; activity change, % for hits at 50 µM; in the data active = activity change below about -80%; inconclusive = mostly about -51% to -80%; also: % is scaled to controls: 0 for no effect and ±100 for the full control effect
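Neuro2A cells (4,500/well, DMEM with 0.5% FBS) were treated with compound at a single 50 µM final concentration, stimulated with 6 nM IGF for 20 min at 37 °C, and lysed. Phospho-Akt Ser473 was read by HTRF as 665/615 ratio ×10^4.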
Numbers without * were called inactive. Unless noted, calls follow the shape of the dose curve; as a rule, active = well fitted curve in the direction sought with a large enough effect; inconclusive = small, poorly fitted or top-dose-only effect, or another doubt; inactive = no such curve, though single readings can be large; an effect the other way counts as inactive or inconclusive.

`Cc1ccc(-c2noc(-c3ccccc3OCC(=O)Nc3ccccc3[N+](=O)[O-])n2)cc1` gave A549 tox -6.9%, Nrf2 activator 9.4%, ATXN viability inactive, HepG2 tox 0.7%, Nrf2 block inconclusive and TGFb SMAD3 inh -20.6%.
`Cc1cccc(NC(=O)c2oc3ccccc3c2NC(=O)Cc2coc3ccc(C(C)C)cc23)c1` gave A549 tox 3.2%, Nrf2 activator 3.3%, ATXN viability inactive, HepG2 tox -13.5%, Nrf2 block 2.2% and TGFb SMAD3 inh -16.6%.
`CCCn1c(N)nc2ccccc21` gave A549 tox -3.8%, CCT chaperon mod 0.4, Nrf2 activator 0.4%, ATXN viability inactive, HepG2 tox 1.0%, Nrf2 block 10.4%, TGFb SMAD3 inh 8.1%, MmCpn inh -0.6% and pAkt inh inactive.
For Cc1nn(Cc2ccc(Cl)cc2Cl)c(C)c1NC(=O)C1C2CCC(O2)C1C(=O)O (stereo unspecified) the results were A549 tox -18.1%, CCT chaperon mod 0.0, Nrf2 activator 4.0%, ATXN viability inactive, HepG2 tox -14.3%, Nrf2 block inconclusive, TGFb SMAD3 inh 5.5%, MmCpn inh 2.0% and pAkt inh inactive.
For CCC(=O)Nc1ccc(C(=O)Nc2cc(C)on2)cc1 the results were A549 tox 2.5%, CCT chaperon mod -1.9, Nrf2 activator 0.1%, ATXN viability inactive, HepG2 tox 1.1%, Nrf2 block inconclusive, TGFb SMAD3 inh 0.7%, MmCpn inh -0.2% and pAkt inh inactive.
`C=CCN(c1ccccc1)S(=O)(=O)c1ccc(Cl)c(C(=O)OCC(=O)N(C)C2CCS(=O)(=O)C2)c1` (stereo unspecified) gave A549 tox 15.6%, CCT chaperon mod -1.1, Nrf2 activator -0.5%, ATXN viability inactive, HepG2 tox -15.2%, Nrf2 block -16.2%, TGFb SMAD3 inh -0.8%, MmCpn inh -1.6% and pAkt inh inactive.
`CCOc1ccc(NC(=O)CCn2c(=O)c3cccn3c3cccnc32)cc1` gave A549 tox -1.4%, Nrf2 activator 8.7%, HepG2 tox 4.5%, Nrf2 block 3.6% and TGFb SMAD3 inh -15.6%.
`Cc1nc2c3c4c(sc3n3c(SCC(=O)NCc5ccco5)nnc3n2n1)COC(C)(C)C4` gave A549 tox 1.4%, CCT chaperon mod -1.1, Nrf2 activator -1.0%, ATXN viability inactive, HepG2 tox 22.0%, TGFb SMAD3 inh -16.2%, MmCpn inh -14.0% and pAkt inh inactive.
`CCOC(=O)N1CCN(C(=O)CN(Cc2ccc(Cl)cc2)S(=O)(=O)c2ccccc2)CC1` gave A549 tox -4.3%, CCT chaperon mod -3.7, Nrf2 activator 0.3%, ATXN viability inactive, HepG2 tox -32.5%, Nrf2 block -17.5%, TGFb SMAD3 inh 9.4%, MmCpn inh 3.7% and pAkt inh -103.3%*.
Screening Cc1cc2c(cc1S(=O)(=O)Nc1cccc(C)c1C)OCC(=O)N2 returned A549 tox 0.2%, CCT chaperon mod -3.7, Nrf2 activator -0.7%, ATXN viability inactive, HepG2 tox -33.9%, Nrf2 block -1.2%, TGFb SMAD3 inh -2.3%, MmCpn inh -6.5% and pAkt inh inactive.
For Cc1ccc(NS(=O)(=O)c2ccc(-n3cccn3)cc2)cc1F the results were A549 tox -1.8%, CCT chaperon mod 1.6, Nrf2 activator -0.2%, ATXN viability inactive, HepG2 tox -27.6%, Nrf2 block 14.6µM*, TGFb SMAD3 inh inconclusive, MmCpn inh 1.9% and pAkt inh inactive.
Screening O=C(COc1ccccc1)Nc1nc2ccccc2[nH]1 returned A549 tox -17.4%, CCT chaperon mod -1.9, Nrf2 activator 4.8%, ATXN viability inactive, HepG2 tox -6.6%, Nrf2 block 14.3%, TGFb SMAD3 inh -11.2%, MmCpn inh 0.7% and pAkt inh inactive.
Screening Cc1ccccc1OCC(=O)OCn1nnc2ccccc2c1=O returned A549 tox 2.5%, CCT chaperon mod 0.4, Nrf2 activator 0.0%, ATXN viability inactive, HepG2 tox 24.1%, Nrf2 block 5.4%, TGFb SMAD3 inh 23.3%, MmCpn inh -7.6% and pAkt inh inactive.
Screening Cc1ccc(SCC(=O)N(C)CC(=O)Nc2cccc(F)c2)cc1 returned A549 tox -5.1%, CCT chaperon mod -0.6, Nrf2 activator -0.5%, ATXN viability inactive, HepG2 tox 4.8%, Nrf2 block 17.9%, TGFb SMAD3 inh -16.0%, MmCpn inh -1.3% and pAkt inh inactive.
Screening CCC(NC(=O)c1ccccc1NC(=O)c1ccccc1)C(=O)OC (stereo unspecified) returned A549 tox 5.8%, CCT chaperon mod 2.9, Nrf2 activator 0.4%, ATXN viability inactive, HepG2 tox -0.2%, Nrf2 block 1.7%, TGFb SMAD3 inh -3.4%, MmCpn inh -0.5% and pAkt inh inactive.
For COc1ccc(/C=C2\CCn3c2nc2ccccc2c3=O)cc1OC the results were A549 tox -4.7%, CCT chaperon mod -0.7, Nrf2 activator 8.7%, ATXN viability inactive, HepG2 tox -27.1%, Nrf2 block inconclusive, TGFb SMAD3 inh 0.1%, MmCpn inh -0.6% and pAkt inh inactive.
Screening COc1ccc(C2CC(c3ccc([N+](=O)[O-])cc3)=NN2C(=O)c2ccccc2)cc1OC (stereo unspecified) returned A549 tox 2.8%, CCT chaperon mod 0.3, Nrf2 activator 4.8%, ATXN viability inactive, HepG2 tox -18.5%, Nrf2 block -9.5%, TGFb SMAD3 inh -2.4%, MmCpn inh -0.7% and pAkt inh inactive.
CC(=O)Nc1c(C)nn(-c2ccc([N+](=O)[O-])cc2)c1C was read as A549 tox -2.6%, CCT chaperon mod 0.4, Nrf2 activator -0.5%, ATXN viability inactive, HepG2 tox 2.8%, Nrf2 block 1.0%, TGFb SMAD3 inh 5.7%, MmCpn inh 0.8% and pAkt inh inactive.
For COc1ccccc1NC(=O)CSCc1cc(=O)c2c(C)cc(C)cc2[nH]1 the results were A549 tox 7.8%, Nrf2 activator 9.0%, ATXN viability inactive, HepG2 tox -0.9% and TGFb SMAD3 inh -2.1%.
For CSC(SC)=C(C(C)=O)C(=O)c1ccc(C)cc1 the results were A549 tox -16.6%, CCT chaperon mod -0.2, Nrf2 activator 12.5%, ATXN viability inconclusive, HepG2 tox 9.1%, Nrf2 block 4.9%, TGFb SMAD3 inh 3.7%, MmCpn inh -1.5% and pAkt inh inactive.
For CN(C)c1ccc(C=c2c3cc(O)ccc3n3c2cc(-c2ccccc2)[n+]3C)cc1 the results were A549 tox inconclusive, CCT chaperon mod -2.0, Nrf2 activator 1.8%, ATXN viability inactive, HepG2 tox -58.1%, Nrf2 block 18.4µM*, TGFb SMAD3 inh 11.2µM* and pAkt inh inactive.
For CCOc1ccc(C2CC(c3cccc(C)c3)n3nc(N)nc3N2)cc1 (stereo unspecified) the results were A549 tox 1.9%, CCT chaperon mod 0.3, Nrf2 activator -2.3%, ATXN viability inactive, HepG2 tox 1.0%, Nrf2 block inconclusive, TGFb SMAD3 inh 4.8%, MmCpn inh -0.1% and pAkt inh inactive.
`COc1ccc(C(CNC(=O)c2cc3ccccc3cc2O)N2CCOCC2)cc1` (stereo unspecified) gave A549 tox 1.3%, CCT chaperon mod -0.5, Nrf2 activator 0.4%, ATXN viability inactive, HepG2 tox -11.3%, Nrf2 block 4.1%, TGFb SMAD3 inh inconclusive, MmCpn inh -1.0% and pAkt inh inactive.
CCCN(C(=O)Cn1ncc2c1-c1ccccc1OC2)c1cccc(C)c1 was read as A549 tox 2.2%, Nrf2 activator 5.7%, ATXN viability inactive, HepG2 tox -2.7%, Nrf2 block -19.2% and TGFb SMAD3 inh -4.9%.
For CC(=O)N(C(C)=O)c1c(N2CCOCC2)c2ccccc2oc1=O the results were A549 tox 7.0%, CCT chaperon mod -1.0, Nrf2 activator 0.4%, ATXN viability inactive, HepG2 tox -6.7%, Nrf2 block 17.2%, TGFb SMAD3 inh 14.1%, MmCpn inh -1.3% and pAkt inh inactive.
CCc1ccc(NC(=O)CCCNC(=O)Cn2cnc3sc(C)c(C)c3c2=O)cc1 was read as A549 tox inconclusive, CCT chaperon mod -1.9, Nrf2 activator 0.7%, ATXN viability inactive, HepG2 tox 1.3%, Nrf2 block inconclusive, TGFb SMAD3 inh 1.1%, MmCpn inh -0.4% and pAkt inh inactive.
`N=c1n(CCc2ccccc2)c2ccccc2n1Cc1ccccc1F` gave A549 tox 0.9%, CCT chaperon mod 0.4, Nrf2 activator -0.6%, ATXN viability inconclusive, HepG2 tox 3.7%, Nrf2 block 8.9%, TGFb SMAD3 inh -16.3%, MmCpn inh 3.0% and pAkt inh inactive.
For O=C(COC(=O)c1ccccc1Br)NC(=O)NCc1ccccc1 the results were A549 tox -5.7%, CCT chaperon mod -1.3, Nrf2 activator 2.2%, ATXN viability inactive, HepG2 tox 7.0%, Nrf2 block -17.4%, TGFb SMAD3 inh -1.2%, MmCpn inh 0.0% and pAkt inh inactive.
`O=C(NCCSCc1ccco1)Nc1ccccc1` gave A549 tox inconclusive, CCT chaperon mod -1.6, Nrf2 activator 2.8%, ATXN viability inactive, HepG2 tox 4.2%, Nrf2 block 20.8%, TGFb SMAD3 inh -23.1%, MmCpn inh 1.7% and pAkt inh inactive.
`Cc1cc(C)c(C(=O)C(C)OC(=O)c2ccccn2)cc1C` (stereo unspecified) gave A549 tox 11.3%, CCT chaperon mod -2.6, Nrf2 activator -0.2%, ATXN viability inactive, HepG2 tox 2.4%, Nrf2 block -0.2%, TGFb SMAD3 inh -15.6%, MmCpn inh -3.1% and pAkt inh inactive.
O=C(NC(N1CCOCC1)C(Cl)(Cl)Cl)c1ccc(F)cc1 (stereo unspecified) was read as A549 tox -15.8%, CCT chaperon mod -4.3, Nrf2 activator -0.9%, ATXN viability inactive, HepG2 tox 3.3%, Nrf2 block -10.7%, TGFb SMAD3 inh 0.4%, MmCpn inh -1.8% and pAkt inh inactive.

Outcome played no part in choosing rows, and some 4.4% of all compounds hit somewhere here.
